TbHK1 inh: blocks Trypanosoma brucei hexokinase 1 activity; recombinant TbHK1, G6PDH-coupled NADH A340; inhibition, % at 10 µM; actives 0.11% (n = 220,000); AID 1430;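 active = inhibition of 50% or more in the single-dose primary screen; inactive = inhibition below 50%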
p97 ATPase inh: human p97 ATPase inhibition | recombinant p97 ATPase, Kinase-Glo ATP luminescence, 3 h | inhibition, % at 8 µM | actives 0.42% (n = 220,000) | AID 1481; in the data active = inhibition above about 15%;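 also: 0% = DMSO vehicle and 100% = wells lacking enzyme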
PPC-1+TRAIL kill: kills PPC-1 cancer cells in the presence of TRAIL. PPC-1 cells + TRAIL, ATPLite viability luminescence. actives 0.41% (n = 220,000). cell killing (% activity), % at 4 µM. AID 1443;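 active = cell killing above 50% in the first pass at 4 µM, then a duplicate retest at 5 µM averaging 50% or more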;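 also: plate controls were cells with TRAIL plus DMSO for no effect and medium-only wells lacking cells for full effect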
BaF3 tox: reduces parental Ba/F3 cell viability, JAK2V617F counter-screen; CellTiter-Glo ATP luminescence; inhibition, % at 5.6 µM; actives 1.1% (n = 220,000); AID 1486;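 active = inhibition above a per-campaign cutoff, the mean inhibition of all tested compounds plus 3 SD, cut at about 27% in these data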;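 also: 0% = DMSO wells and 100% = JAK Inhibitor I control wells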
Furin inh: inhibitors of human furin; inhibition, % at 30 µM; purified furin, fluorogenic substrate cleavage; actives 0.061% (n = 220,000); AID 463115; P09958; in the data active = inhibition above about 25%; also: inactives centre near -15
RBBP9 inh: human RBBP9 hydrolase inhibition; O75884; recombinant RBBP9, FP-Rh probe fluorescence polarization; inhibition, % at 7.94 µM; actives 0.2% (n = 220,000);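 active = inhibition above the campaign mean of all tested compounds plus 3 SD, cut at about 14% in these data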;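 also: plate controls were DMSO wells with RBBP9 for no effect and wells lacking RBBP9 protein for full effect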
Target sequence (O75884 whole entry, looked up): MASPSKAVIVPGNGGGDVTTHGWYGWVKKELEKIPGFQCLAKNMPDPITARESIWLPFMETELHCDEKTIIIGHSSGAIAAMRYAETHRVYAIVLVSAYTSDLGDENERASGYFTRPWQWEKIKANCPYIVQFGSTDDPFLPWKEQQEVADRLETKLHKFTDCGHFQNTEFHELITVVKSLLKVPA
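System: RBBP9 protein / Buffer or medium: Tris/NaCl buffer pH 8.0 with 0.1% Pluronic / Probe or stimulus: Serine-hydrolase probe FP-Rh, 375 nM pre-mixing / Dosing: 7.94 µM single dose, 0.794% DMSO / Times: enzyme-compound preincubation 30 min, then probe labeling 45 min, 25 °C / Technique: fluorescence polarization (mP), excitation 525 nm, emission 598 nm / Replication: singlicate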
Ba/F3 V617F tox: reduce viability of Ba/F3 cells dependent on JAK2V617F. actives 1.1% (n = 220,000). inhibition, % at 5.6 µM. Ba/F3 EpoR-JAK2V617F viability, ATP luminescence;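 active = inhibition above the campaign mean plus 3 SD over all tested compounds, cut at about 24% in these data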;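 also: cytokine-independent growth of Ba/F3 cells driven by EpoR plus mutant JAK2; 0% = DMSO-treated cells and 100% = JAK inhibitor I control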
p47phox inh: p47phox (human) inhibition; P14598; inhibition, % at 24.7 µM; p47phox/p22phox peptide binding, fluorescence polarization, 2 h; actives 0.53% (n = 220,000); AID 1274;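 active = inhibition above about 30%, limit read from the data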;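 also: 0% = p47phox with labelled peptide and 100% = labelled peptide alone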
Target sequence (P14598 whole entry, looked up): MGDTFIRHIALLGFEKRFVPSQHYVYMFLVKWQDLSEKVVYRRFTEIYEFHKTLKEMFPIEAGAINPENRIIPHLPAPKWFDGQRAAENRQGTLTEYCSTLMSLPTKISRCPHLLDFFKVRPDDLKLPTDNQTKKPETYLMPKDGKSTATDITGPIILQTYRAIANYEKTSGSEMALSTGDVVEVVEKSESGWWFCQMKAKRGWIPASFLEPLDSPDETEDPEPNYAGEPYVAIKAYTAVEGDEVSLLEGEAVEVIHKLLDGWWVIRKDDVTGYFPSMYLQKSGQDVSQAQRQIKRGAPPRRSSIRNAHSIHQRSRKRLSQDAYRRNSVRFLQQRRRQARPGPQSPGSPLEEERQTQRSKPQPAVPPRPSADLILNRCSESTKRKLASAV
PGE2 EP2 inh: inhibitors of human EP2 prostaglandin E2 receptor | actives 0.52% (n = 260,000) | inhibition, % at 25 µM | C6 glioma cells expressing human EP2, cAMP TR-FRET; cells stimulated with saturating PGE2 | P43116;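 active = percent inhibition above 40 after rounding to a whole number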;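 also: rat C6 glioma host cells with rolipram phosphodiesterase inhibitor present; the protocol text gives 20 µM as final concentration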
Target sequence (P43116 whole entry, looked up): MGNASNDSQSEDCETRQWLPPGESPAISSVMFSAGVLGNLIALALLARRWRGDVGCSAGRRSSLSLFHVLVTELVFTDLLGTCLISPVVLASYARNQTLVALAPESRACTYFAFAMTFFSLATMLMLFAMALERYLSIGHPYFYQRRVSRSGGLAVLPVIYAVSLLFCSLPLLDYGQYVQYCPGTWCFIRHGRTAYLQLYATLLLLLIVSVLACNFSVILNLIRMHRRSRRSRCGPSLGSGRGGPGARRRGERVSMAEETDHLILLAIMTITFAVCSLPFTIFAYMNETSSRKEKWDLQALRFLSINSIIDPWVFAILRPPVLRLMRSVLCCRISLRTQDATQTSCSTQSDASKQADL
Active calls of the source: *; x = not tested or not shown; & = joins results of further samples; [ ] = dose if it differs, or a comment. Some of the compounds tested; rates above refer to the full screens.

Preview:
(1) COc1ccc(N2C(=O)CCC(C(=O)N3CCC(C(N)=O)CC3)C2c2ccc(F)cc2)cc1 (stereo not given)
(2) Cc1nnc(N2CCOCC2)c2nn(-c3cccc(Cl)c3)c(C)c12
(3) Cc1cc(C)[n+](-c2ccc(Oc3ccccc3)c(S(=O)(=O)[O-])c2)[nH]1
(4) CCn1c(SCC(=O)NCC2CCCO2)nc2cc(S(=O)(=O)N3CCCCC3)ccc21 (stereo not given)
(5) CC(=O)NC(=O)COC(=O)/C=C/c1c(C)nn(Cc2c(Cl)cccc2Cl)c1Cl
(6) CNC(=O)c1nnsc1S(=O)(=O)c1ccc(Cl)cc1
(7) COC(=O)Cn1nc(-c2ccccc2)n(-c2ccccc2)c1=S
(8) COc1ccc(O)c(C2(O)C(=O)c3ccccc3C2=O)c1

assay / entry,1,2,3,4,5,6,7,8
p97 ATPase inh,-4,4,1,1,-8,11,-5,6
Ba/F3 V617F tox,2,1,-3,-4,-3,91*,6,-1
p47phox inh,-10,-34,-2,2,-8,2,-37,-16
RBBP9 inh,-4,-5,-7,5,-7,-14,-2,1
Furin inh,-9,-6,-20,-17,-11[20 µM],-19,-11,-21
TbHK1 inh,0,-12,4,16,-9,3,10,-10
BaF3 tox,69*,5,-1,2,5,8,6,1
PGE2 EP2 inh,6,5,10,10,10,16,x,8
PPC-1+TRAIL kill,2,7,2,19,20,32,8,10

This part in full (from the top)
(1) COc1ccc(N2C(=O)CCC(C(=O)N3CCC(C(N)=O)CC3)C2c2ccc(F)cc2)cc1 (stereo not given)
(2) Cc1nnc(N2CCOCC2)c2nn(-c3cccc(Cl)c3)c(C)c12
(3) Cc1cc(C)[n+](-c2ccc(Oc3ccccc3)c(S(=O)(=O)[O-])c2)[nH]1
(4) CCn1c(SCC(=O)NCC2CCCO2)nc2cc(S(=O)(=O)N3CCCCC3)ccc21 (stereo not given)
(5) CC(=O)NC(=O)COC(=O)/C=C/c1c(C)nn(Cc2c(Cl)cccc2Cl)c1Cl
(6) CNC(=O)c1nnsc1S(=O)(=O)c1ccc(Cl)cc1
(7) COC(=O)Cn1nc(-c2ccccc2)n(-c2ccccc2)c1=S
(8) COc1ccc(O)c(C2(O)C(=O)c3ccccc3C2=O)c1

assay / entry,1,2,3,4,5,6,7,8
p97 ATPase inh,-4,4,1,1,-8,11,-5,6
Ba/F3 V617F tox,2,1,-3,-4,-3,91*,6,-1
p47phox inh,-10,-34,-2,2,-8,2,-37,-16
RBBP9 inh,-4,-5,-7,5,-7,-14,-2,1
Furin inh,-9,-6,-20,-17,-11[20 µM],-19,-11,-21
TbHK1 inh,0,-12,4,16,-9,3,10,-10
BaF3 tox,69*,5,-1,2,5,8,6,1
PGE2 EP2 inh,6,5,10,10,10,16,x,8
PPC-1+TRAIL kill,2,7,2,19,20,32,8,10

(9) COc1ccc(NC(=S)N/N=C/c2cccn2Cc2ccccc2F)cc1
(10) CC[C@H](C)[C@H](NC(N)=O)C(=O)Nc1ccc(S(=O)(=O)NC(C)C)cc1
(11) Cc1ccc(NC(=O)CSc2ccccn2)cc1S(=O)(=O)N1CCOCC1
(12) Cc1ccc(S(=O)(=O)N(C)c2nc3ccccc3[nH]c2=S)cc1
(13) Cc1cccc(OCC(=O)O/N=C(\N)c2ccc(Br)cc2)c1
(14) CCOC(=O)c1c(NC(=O)COc2ncnc3ccccc23)sc(C(C)=O)c1C
(15) COc1ccc(CCn2nnnc2C(C(C)C)N2CCC(C(N)=O)CC2)cc1OC (stereo not given)
(16) O=C(COC(=O)c1cccs1)Nc1ccc(S(=O)(=O)N2CCOCC2)cc1

assay / entry,9,10,11,12,13,14,15,16
p97 ATPase inh,3,1,4,5,2,0,8,5
Ba/F3 V617F tox,0,0,-1,-4,-2,0,-1,-1
p47phox inh,-10,-6,-12,-15,-6,-50,7,-36
RBBP9 inh,-8,2,-1,11,-6,-2,-7,-14
Furin inh,-25,-30,-15,-2,-18,-21,-17,-13
TbHK1 inh,-12,-3,0,-6,1,-17,4,1
BaF3 tox,4,-10,0,-1,0,4,6,6
PGE2 EP2 inh,1,7,2,3,8,24,10,9
PPC-1+TRAIL kill,-4,27,13,-6,-11,-2,6,24

(17) O=C(Cc1cccs1)N1CCN(c2ccccn2)CC1
(18) O=C(CN1CCCCC1)NCC1(c2ccccc2)CCCC1
(19) O=C(Nc1cccc2ccccc12)C1CCN(C(=O)Cc2ccccc2)CC1
(20) NC(=O)C1CCN(CC(=O)Nc2cccc(C(=O)Nc3cccc(C(F)(F)F)c3)c2)CC1
(21) CN1C(=O)CC(NNC(=O)c2ccccc2)C1=O (stereo not given)
(22) Cc1ccccc1NC(=O)c1ccc(CSc2ncccn2)cc1
(23) CC(C)(C)c1ccc(C(=O)NC(=S)Nn2cnnc2)cc1
(24) COC(=O)C1=NN(C(=O)c2ccc(Cl)cc2)C(O)(c2ccccc2)C1 (stereo not given)

assay / entry,17,18,19,20,21,22,23,24
p97 ATPase inh,-4,1,-3,-2,-3,-7,5,4
Ba/F3 V617F tox,7,0,-2,-1,2,1,-3,-3
p47phox inh,-3,-6,-4,-13,-10,-15,-11,-14
RBBP9 inh,-1,-8,-2,-9,-1,-13,-8,0
Furin inh,-1,-20,-11[20 µM],-18,4[20 µM],-11,-21,-11[20 µM]
TbHK1 inh,4,3,-1,2,2,-3,-5,8
BaF3 tox,4,1,3,6,4,5,7,-1
PGE2 EP2 inh,0,12,6&-2,8,14,6,5,7
PPC-1+TRAIL kill,36,x,8,19,-6,0,17,8

(25) N#CC1=C(N)C2=C(N3CCCCC3)CCCC2C1(C#N)C#N (stereo not given)
(26) CCC(C)NC(=O)c1cccc(C)c1 (stereo not given)
(27) C[N+](C)(C)CCNC(=O)c1c(O)c2c([nH]c1=O)CCCC2
(28) CC1=NN(c2ccc(C)c(C)c2)C(=O)C1C(c1cccc(O)c1)C1C(=O)N(c2ccc(C)c(C)c2)N=C1C (stereo not given)
(29) O=C(Nc1ccccc1)OCCNC(=O)c1cccc(Cl)c1
(30) CCOC(=O)C1CSC(CC(=O)Nc2ccc(Cl)c(Cl)c2)C(=O)N1 (stereo not given)
(31) O=C(NCc1cccc(C(F)(F)F)c1)c1cccc(S(=O)(=O)NCc2ccccc2)c1
(32) Cc1nn(C)c(C)c1/C=N/NC(=O)CCn1cc([N+](=O)[O-])cn1

assay / entry,25,26,27,28,29,30,31,32
p97 ATPase inh,3,5,-5,35*,3,-1,-2,-7
Ba/F3 V617F tox,3,-2,1,3,-2,-1,-1,2
p47phox inh,-1,-32,32*,-23,-5,-10,-1,3
RBBP9 inh,4,-9,-6,-4,-1,-2,-6,-7
Furin inh,-19,-18,-30,-12[20 µM],-3[20 µM],-20[20 µM],-9,-17
TbHK1 inh,-5,-7,-3,-17,17,-4,4,-2
BaF3 tox,9,-3,3,5,5,6,-1,8
PGE2 EP2 inh,8,12,25,10,5,7,8,4
PPC-1+TRAIL kill,-3,3,-9,9,17,9,22,22

(33) O=C(c1ccc(S(=O)(=O)NCC2CCCO2)cc1)N1CCN(c2cccc(Cl)c2)CC1 (stereo not given)
(34) COc1cc(/C=C2/C(=O)NN(c3ccc(F)cc3)C2=O)cc([N+](=O)[O-])c1O
(35) O=C(CSCc1ccc(Br)cc1)N1CCCC1
(36) COc1ccc(/C=N/NC(=O)C(=O)NCc2cccnc2)cc1OC
(37) CC(C)(C)NS(=O)(=O)c1ccc(OCC(=O)Nc2ccc3c(c2)OCCO3)cc1
(38) CC1Cc2cc(/C(O)=C3/C(=O)C(=O)N(CCCn4ccnc4)C3c3ccco3)ccc2O1 (stereo not given)
(39) COc1ccc(-c2csc(N3CCC(C(N)=O)(N4CCCCC4)CC3)n2)cc1
(40) CCCCN(C)C(=S)Nc1ccsc1C(=O)OC

assay / entry,33,34,35,36,37,38,39,40
p97 ATPase inh,0,6,-2,2,-2,0,-7,-1
Ba/F3 V617F tox,1,-5,3,-2,5,0,2,-1
p47phox inh,0,-28,-8,-1,-14,4,-36,45*
RBBP9 inh,-2,-5,-7,-4,-2,-2,-5,-6
Furin inh,-33,-8,-36,-11[20 µM],-10,-4,-14[20 µM],-24
TbHK1 inh,-7,-26,3,-42,8,-19,-5,3
BaF3 tox,6,-3,7,2,10,4,8,6
PGE2 EP2 inh,11,3,6,7,9,11,-3,9
PPC-1+TRAIL kill,0,23,-1,12,20,-1,16,8

(41) CCCc1[nH]nc2c1C(CCc1ccccc1)C(C#N)=C(N)O2 (stereo not given)
(42) Cc1cccc2nc(-c3cccnc3)c(NCCC(C)C)n12
(43) CC(C)C(=O)Nc1nc2cc3c(cc2s1)OCO3
(44) COc1ccc(NS(=O)(=O)c2cc(OCC(N)=O)c(C)cc2Cl)cc1
(45) CC1(C)CC(CCN)(Cc2ccccc2Cl)CCO1 (stereo not given)
(46) COCCN(C(=S)Nc1cc(C)cc(C)c1)C(C)c1ccco1 (stereo not given)
(47) Cc1ccc2nc(-c3ccc(NC(=O)CSCC(=O)O)cc3)sc2c1
(48) CN1C(=O)C2(c3ccccc31)C1CCCC=C1C(C#N)=C(N)C2(C#N)C#N (stereo not given)

assay / entry,41,42,43,44,45,46,47,48
p97 ATPase inh,7,3,2,0,3,-1,1,17*
Ba/F3 V617F tox,-4,-2,-1,-3,-3,3,-3,-3
p47phox inh,-3,10,-6,-7,-8,7,8,-57
RBBP9 inh,2,-4,-9,-8,5,1,-5,3
Furin inh,-4,-39,-34,-3,-27,-22,-36,-19[20 µM]
TbHK1 inh,-6,4,-6,32,-7,0,-50,-4
BaF3 tox,-2,3,4,1,0,11,2,-1
PGE2 EP2 inh,11,5,10,6,7,7,16,13
PPC-1+TRAIL kill,-16,-6,20,21,11,6,23,25

(49) O=C(CNC(=O)c1ccco1)N=Nc1c(O)n(CCc2ccccc2)c2ccccc12
(50) CC1CC(N(C(=O)C2CC2)c2ccccc2)c2ccccc2N1C(=O)C1CC1 (stereo not given)
(51) Cc1cc(C)nc(N2CCCC(C(=O)NCc3cccs3)C2)n1 (stereo not given)
(52) CCCOC(=O)c1c(-c2ccc(C)cc2C)csc1NC(=O)C1C2CCC(O2)C1C(=O)O (stereo not given)
(53) CC(C)c1ccccc1OCCNC(=S)NC(=O)c1cccnc1
(54) COc1c(OC)c(O)c2c(=O)c(O)c(-c3ccccc3)oc2c1OC
(55) Cn1c(=O)[nH]c(=O)c2c1nc(CN1CCOCC1)n2CCc1ccccc1
(56) CCOC(=O)c1ccccc1NCN1C(=O)CSC1=O
(57) c1ccc(-c2ccccc2OCCOCCN2CCCCC2)cc1
(58) COc1ccc(S(=O)(=O)N2CCN(C(=O)c3cnc(C)cn3)CC2)cc1
(59) O=C(c1cnc2ccc(Cl)cc2c1Cl)N1CCOCC1

assay / entry,49,50,51,52,53,54,55,56,57,58,59
p97 ATPase inh,-7,2,-4,-1,-2,4,2,4,1,5,-2
Ba/F3 V617F tox,74*,-1,-4,-4,3,-1,-5,-1,6,-1,-2
p47phox inh,-4,-3,-4,9,-11,6,-11,-5,11,-6,0
RBBP9 inh,-8,0,-1,0,-3,-2,0,-4,-4,-2,-5
Furin inh,-5,-20,-14,-20,-30,-20,-10[20 µM],-21,-16,-9[20 µM],-24
TbHK1 inh,-29,21,-2,11,-2,-10,-3,3,10,2,-12
BaF3 tox,68*,5,-2,1,3,0,-1,5,9,3,4
PGE2 EP2 inh,10,1,10,12,15,18,x,6,4,13,8
PPC-1+TRAIL kill,-5,4,7,-7,8,11,9,-4,23,32,x

Assay outcomes as filed in PubChem BioAssay.
